HT1080NT lethal – kills 2HG-producing HT-1080-NT fibrosarcoma cells | Potency, µM (top dose mostly 46.1 µM), for the others: at the highest dose activity, negative = less viability, actives largely listed as cytotoxic | HT-1080-NT fibrosarcoma viability, CellTiter-Glo ATP luminescence, 48 h | hit rate 1.6% among 360,000 | AID 686970;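 further: NT is the 2HG producing partner of a matched IDH1 knockdown line; potency means the concentration at half of the fitted maximal effect; 0% = DMSO-treated cells and -100% = media-only wells without cells; nearly all actives have a fitted effect of over 55% in size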
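Viability by CellTiter-Glo luminescence after 48 h compound exposure at 37C of HT-1080-NT cells (750/well, RPMI, 5% FBS). % activity scaled between DMSO wells and medium-only wells, then curve-fitted and categorized by curve class.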
MCF10A rerep – inducers of DNA re-replication in MCF 10A breast cells | MCF 10A DNA re-replication, Hoechst nuclear intensity, 48 h | AID 624296 | Potency, µM (series often up to 46.1 µM), without a hit: top-dose activity, positive = re-replication, most hits filed as activators | hit rate 2.9% among 350,000; further: potency means the concentration at half of the fitted maximal effect; % of control where 0% means no effect; nearly all actives have a fitted effect of over 50% in size
ATXN viability – reduces viability in counter-screen for ATXN expression inhibitors; hit rate 0.49% among 400,000; S2 cells (HEK-293 line with an ATXN2-luciferase reporter) viability, CellTiter-Fluor protease fluorescence, 24 h; Potency, µM (highest dose often 56.7 µM), usual class: cytotoxic; further: potency means the concentration at half of the fitted maximal effect; nearly all actives have a fitted effect of over 40% in size
KB-3-1 tox – kills parental KB-3-1 adenocarcinoma cells; KB-3-1 viability, CellTiter-Glo ATP luminescence, 72 h; Potency, µM (series often up to 46.1 µM), without a hit: at the highest dose activity change, negative = cytotoxic, actives largely listed as cytotoxic; hit rate 1.4% among 400,000; AID 1347075; further: potency means the concentration at half of the fitted maximal effect; on the % scale 0 is the no-effect control and ±100 the full control effect; nearly all actives have a fitted effect of over 60% in size
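Here the drug-naive KB-3-1 line serves as comparator for MDR sub-line selectivity; cells received compound titrations, 72 h at 37 °C, then CellTiter-Glo readout.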
HT1080 IDH1KD tx – kills HT-1080 cells with IDH1 knockdown. hit rate 2% among 360,000. HT-1080 IDH1 knockdown viability, ATP luminescence, 48 h. Potency, µM (top dose mostly 46.1 µM), for the others: at the highest dose activity, negative = toxicity, usual class: cytotoxic;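 further: potency means the concentration at half of the fitted maximal effect; 0% = DMSO wells and -100% = cell-free medium wells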
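Knockdown cells (IDH1KD HT-1080) received compounds 2 h after plating at 750 cells/well and were kept 48 h at 37 °C in 5% FBS RPMI. A CellTiter-Glo luminescence read gave % activity for curve fitting.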
IL-1B inflam inh – blocks inflammasome-driven IL-1 beta release. activity change, % at 57.5 µM. hit rate 4.7% among 360,000. THP-1 LPS/ATP IL-1B secretion, AlphaLISA, 16 h; stronger effect = lower value; in the data active means activity change below about -50%; inconclusive means mostly about -30% to -49%; further: on the % scale 0 is the no-effect control and ±100 the full control effect
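THP-1 cells pretreated 1 hr with compounds (up to 57.5 uM final), then stimulated with LPS (250 ng/mL final) plus ATP (1.25 mM final); secreted IL-1B measured by AlphaLISA after 16 hr, decreased signal indicating inhibition.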
HepG2 tox – HepG2 cytotoxicity, counter-screen for TGF-b inhibitors | HepG2 CAGA-GFP viability, ATP luminescence, 18 h | hit rate 0.76% among 410,000 | Potency, µM (highest dose often 46.1 µM), for inactives: top-dose activity change, negative = cytotoxicity, hits mostly cytotoxic; further: potency means the concentration at half of the fitted maximal effect; some results filed as inactive show a strong effect at the top dose
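CellTiter-Glo luminescence gave cytotoxicity after 18 hours at 37 degrees C. The cells were HepG2 CAGA-GFP in 1% FBS DMEM, stimulated with 500 pg/mL TGF-beta after compound addition. %Activity was normalised to no-cell wells (complete cell-killing) and DMSO (no toxicity), and curves were fitted and classified.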
SW480 rereplic – induces DNA re-replication in SW480 colon adenocarcinoma cells | Potency, µM (top dose mostly 46.1 µM), for inactives: at the highest dose re-replication activation, most hits filed as activators | hit rate 1.8% among 340,000 | SW480 DNA re-replication, Hoechst DNA content imaging, 48 h; further: potency means the concentration at half of the fitted maximal effect; % of control where 0% means no effect; nearly all actives have a fitted effect of over 55% in size
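First, 250 cells per well were seeded. Next, compound or vehicle (23 nL) was pinned in, plates sat 48 hr at 37 C. Finally Hoechst was added for 40 min before fluorescence scanning.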
ATXN2 expr inh – inhibitors of ATXN2 expression; HEK-293 ATXN2-luciferase reporter, luminescence, 24 h; hit rate 0.72% among 360,000; Potency, µM (doses to about 57 µM), for the others: top-dose activity change, negative = inhibition, most hits filed as inhibitors; further: potency means the concentration at half of the fitted maximal effect; on the % scale 0 is the no-effect control and ±100 the full control effect; nearly all actives have a fitted effect of over 55% in size
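qHTS (up to 57 uM final) was run with 24 h compound exposure of reporter cells at 37 °C. Each well was multiplexed: SteadyGlo luminescence measured ATXN2-luciferase expression after a fluorogenic Gly-Phe-AFC viability readout (25 uM final).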
An asterisk follows results filed as active; i = inactive; ? = inconclusive; . = not tested or not shown; [ ] = dose if it differs, or a comment. Unless noted, the call rests on the fitted dose curve; in most records, active means well fitted curve in the direction sought with a large enough effect; inconclusive means small, poorly fitted or top-dose-only effect, or another doubt; inactive means no such curve, though single readings can be large; an effect the other way counts as inactive or inconclusive. Rows were taken by chance; 8.9% or so of the library scored in one or more.

Start of the data: the first two compounds (preview)
SMILES	HT1080NT lethal	MCF10A rerep	ATXN viability	KB-3-1 tox	HT1080 IDH1KD tx	IL-1B inflam inh	HepG2 tox	SW480 rereplic	ATXN2 expr inh
CCN1CCN(C(=O)/C=C/c2ccc(C)o2)CC1	15%	-64%[inhibitor]	i	26%	8%	21	10%	69%	5%
O=c1cc(-c2ccc(O)cc2)oc2c(-c3c(O)cc(O)c4c(=O)cc(-c5ccc(O)cc5)oc34)c(O)cc(O)c12	0%	-17%	i	0%	10%	5	2%	4%	5%

All compounds of this part (from the top)
SMILES	HT1080NT lethal	MCF10A rerep	ATXN viability	KB-3-1 tox	HT1080 IDH1KD tx	IL-1B inflam inh	HepG2 tox	SW480 rereplic	ATXN2 expr inh
CCN1CCN(C(=O)/C=C/c2ccc(C)o2)CC1	15%	-64%[inhibitor]	i	26%	8%	21	10%	69%	5%
O=c1cc(-c2ccc(O)cc2)oc2c(-c3c(O)cc(O)c4c(=O)cc(-c5ccc(O)cc5)oc34)c(O)cc(O)c12	0%	-17%	i	0%	10%	5	2%	4%	5%
Cc1ccc(S(=O)(=O)N2CCN(c3ccc([N+](=O)[O-])cn3)CC2)cc1	0%	8%	i	6%	2%	2	-7%	6%	1%
Cn1cnnc1SCNC(=O)C(F)(F)F	16%	-8%	i	15%	-12%	8	-1%	5%	6%
CCOC(=O)c1nnn(-c2nonc2-n2cccc2)c1C	3%	0%	i	22%	12%	3	-2%	0%	-7%
CNC(=O)N(C1=NCC(C)S1)c1ccc(F)cc1F (stereo not given)	-2%	16%	i	?	-26%	5	-7%	15%	13%
COc1ccc2c(c1)c(C(=O)CNc1nc(C)cs1)c(C)n2C	-26%	1%	i	13%	2%[9.24 µM]	?	-22%	-2%	-12%
CC(C)(C)OC(=O)C[C@@H]1C/C=C\C[C@H](CC(=O)N[C@H](CO)Cc2ccccc2)C(=O)N[C@H](C(C)(C)C)COC1=O	4%	5%	i	0%	0%	-3	-13%	-5%	3%
O=C(OC1CCCCC1=O)c1cccc(S(=O)(=O)N2CCOCC2)c1 (stereo not given)	1%	-2%	i	-1%	14%	4	-4%	-1%	-7%
Cc1ccccc1C#N	7%	?	i	0%	3%	11	8%	-15%	6%
O=[N+]([O-])c1ccc(Cl)c(S(=O)(=O)/N=C(/Nc2cccnc2)c2ccccc2)c1	4%	-2%	i	0%	12%	-16	-13%	-4%	-8%
CCOC(=O)c1c(C)n(C)c2ccc(OC(C)=O)cc12	8%	6%	i	6%	1%	-15	-1%	-3%	-13%
CCOC(=O)C1CCN(CC(=O)Nc2ccc(S(=O)(=O)N3CCC(C)CC3)cc2)CC1	0%	-9%	i	-3%	0%	18	-27%	-3%	.
CCN(CC)C(=O)/C(=C\c1ccncc1)NC(=O)c1ccccc1	0%	-2%	i	2%	4%	10	-3%	5%	-5%
COc1ccc(NS(=O)(=O)c2cccc(C(=O)O)c2)cc1	6%	5%	i	-1%	-7%	-28	0%	2%	10%

An excerpt of these results, with two lines to a compound.
Below each compound: HT1080NT lethal	MCF10A rerep	ATXN viability	KB-3-1 tox	HT1080 IDH1KD tx	IL-1B inflam inh	HepG2 tox	SW480 rereplic	ATXN2 expr inh
O=c1cc(-c2ccc(O)cc2)oc2c(-c3c(O)cc(O)c4c(=O)cc(-c5ccc(O)cc5)oc34)c(O)cc(O)c12
 : 0%	-17%	i	0%	10%	5	2%	4%	5%
Cc1ccc(S(=O)(=O)N2CCN(c3ccc([N+](=O)[O-])cn3)CC2)cc1
 : 0%	8%	i	6%	2%	2	-7%	6%	1%
Cn1cnnc1SCNC(=O)C(F)(F)F
 : 16%	-8%	i	15%	-12%	8	-1%	5%	6%
CCOC(=O)c1nnn(-c2nonc2-n2cccc2)c1C
 : 3%	0%	i	22%	12%	3	-2%	0%	-7%
CNC(=O)N(C1=NCC(C)S1)c1ccc(F)cc1F (stereo not given)
 : -2%	16%	i	?	-26%	5	-7%	15%	13%

In another format: results already given
Values in the order: HT1080NT lethal, MCF10A rerep, ATXN viability, KB-3-1 tox, HT1080 IDH1KD tx, IL-1B inflam inh, HepG2 tox, SW480 rereplic, ATXN2 expr inh
Cc1ccc(S(=O)(=O)N2CCN(c3ccc([N+](=O)[O-])cn3)CC2)cc1
 : 0%, 8%, i, 6%, 2%, 2, -7%, 6%, 1%
CCN(CC)C(=O)/C(=C\c1ccncc1)NC(=O)c1ccccc1
 : 0%, -2%, i, 2%, 4%, 10, -3%, 5%, -5%
CCN1CCN(C(=O)/C=C/c2ccc(C)o2)CC1
 : 15%, -64%[inhibitor], i, 26%, 8%, 21, 10%, 69%, 5%

Later entries.
SMILES	HT1080NT lethal	MCF10A rerep	ATXN viability	KB-3-1 tox	HT1080 IDH1KD tx	IL-1B inflam inh	HepG2 tox	SW480 rereplic	ATXN2 expr inh
Cc1ccc2c(c1)c1c(c(=O)n(-c3cccc(Cl)c3)c(=O)n1CC(=O)NCCC1=CCCCC1)n2C	.	.	i	-1%	.	.	-32%	.	8%
CN(c1ccccc1C(=O)N1CCc2ccccc2C1)S(C)(=O)=O	8%	4%	i	3%	9%	17	0%	-6%	6%
Cc1c(O)ccc(/C(Cc2ccc3ccccc3n2)=N\O)c1O	-2%	?	i	16µM*	-3%	-67*	-15%	5%	64%[activator]
CCN(CC)C(=S)SCC(=O)c1ccc(Br)cc1	-1%	11%	i	1%	0%	-2	-4%	0%	.
CON(C)S(=O)(=O)c1cccc(C(=O)Nc2ccc(S(=O)(=O)NC3=NCCCCC3)cc2)c1	-4%	17%	i	-15%	-10%	-12	-15%	8%	-16%
C(=N\n1cnnc1)/c1cn(-c2cccs2)nc1-c1ccccc1	-11%	0%	i	8%	-6%[9.24 µM]	-2	-55%	-3%	32%
Cc1cc(Nc2cccc(Cl)c2C)n2ncnc2n1	0%	-6%	i	-16%	-2%	-27	-4%	0%	6%
Cc1nc2cc(NC(=O)Nc3ccc(N4CCOCC4)cc3)ccc2n1C	16%	0%	i	9%	20%	0	-2%	-3%	-9%
